CASP6 VEID inh – human caspase-6 inhibitors, primary screen, biochemical, VEID-R110 fluorescence, single point, set 2 | 350,000 tested, 0.53% active | purified caspase-6, Z-VEID-R110 cleavage fluorescence | inhibition, % at 12.5 µM | P55212;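 active = mean inhibition across replicates at least about 35%, with every replicate also reaching that limit, limit read from the data; inconclusive = only one of the two criteria met; inactive = neither criterion met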;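 note: 0% = median of neutral control wells and 100% = no fluorescence left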
Target sequence (P55212 24-179 limits assumed): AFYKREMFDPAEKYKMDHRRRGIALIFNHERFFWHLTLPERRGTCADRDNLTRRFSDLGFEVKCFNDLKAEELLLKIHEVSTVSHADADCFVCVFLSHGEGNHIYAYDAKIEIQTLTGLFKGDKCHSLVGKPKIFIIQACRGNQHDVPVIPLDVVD
Target sequence (P55212 194-293 limits assumed): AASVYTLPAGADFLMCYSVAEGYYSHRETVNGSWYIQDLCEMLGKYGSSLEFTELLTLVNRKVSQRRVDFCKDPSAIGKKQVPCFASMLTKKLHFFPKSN
CFTR F508del cor – F508del CFTR correction, initial screen, CFBE line, single point | 350,000 tested, 0.36% active | CFBE cells, YFP halide quenching; stimulated with forskolin plus potentiator P3; % fluorescence drop versus neutral controls | activity (quench increase), % at 7.58 µM;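 active = mean added fluorescence quench of at least 8% versus neutral control, with both replicates also reaching 8%; inconclusive = only one of the mean or replicate conditions met; inactive = mean below 8% and not both replicates reaching 8%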;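 note: cells transiently co-express mutant CFTR-F508del with the halide-sensitive YFP; corrector assay measuring rescue of mutant channel to the surface after 24 h compound exposure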
ERp5 block – inhibitors of ERp5-driven insulin aggregation, primary screen, biochemical, turbidity, absorbance 650 nm, single point; Protein disulfide-isomerase A6 (Homo sapiens), Q15084; inhibition, % at 9.99 µM; 350,000 tested, 0.05% active; 90 min; AID 651711, 2012;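 active = mean replicate inhibition above about 25%, with every replicate also reaching it, limit read from the data, passing the limit was not always enough; inconclusive = only one of those two criteria met; inactive = neither criterion met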
Target sequence (Q15084 whole entry, looked up): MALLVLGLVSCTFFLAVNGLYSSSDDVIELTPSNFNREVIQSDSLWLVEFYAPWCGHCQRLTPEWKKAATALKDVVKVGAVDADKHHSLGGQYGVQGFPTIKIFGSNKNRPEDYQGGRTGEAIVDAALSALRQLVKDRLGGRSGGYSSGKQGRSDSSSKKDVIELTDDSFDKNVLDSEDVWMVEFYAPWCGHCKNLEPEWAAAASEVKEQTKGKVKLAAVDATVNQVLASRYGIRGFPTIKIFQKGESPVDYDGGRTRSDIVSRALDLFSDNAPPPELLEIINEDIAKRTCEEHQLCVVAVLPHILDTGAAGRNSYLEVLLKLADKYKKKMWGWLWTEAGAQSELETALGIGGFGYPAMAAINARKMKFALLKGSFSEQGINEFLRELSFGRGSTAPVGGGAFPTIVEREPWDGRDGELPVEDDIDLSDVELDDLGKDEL
ERAP1 inh – human ERAP1 aminopeptidase inhibitors, primary screen, biochemical, single point, plate reader; Endoplasmic reticulum aminopeptidase 1 (Homo sapiens), Q9NZ08; recombinant ERAP1, Leu-AMC fluorescence, 60 min; inhibition, % at 10.7 µM; 340,000 tested, 0.15% active; AID 652197, 2013;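 active = mean replicate inhibition of at least 30%, or all replicates individually reaching that 30% level; inactive = mean below 30% and not every replicate reaching it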;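 note: 0% = neutral control wells and 100% = L-leucinethiol positive control wells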
miR122 inh – miR-122 Renilla sensor signal increase in Huh7, primary screen, miR-122 inhibitor project, cell-based, single point, plate reader; Huh7 miR-122 Renilla luciferase sensor, 48 h; neutral wells = 0, positive control = 100; activation (reporter increase), % at 12.5 µM; 340,000 tested, 0.3% active;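 active = mean replicate activation score at least 90 and every replicate individually at or above 90; inconclusive = only one of the two criteria met; inactive = neither criterion met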;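 note: higher luciferase means less miR-122 activity so hits act as miR-122 inhibitors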
SIRT5 block – SIRT5 desuccinylase inhibitors, primary screen, biochemical, fluorescence imaging, single point, set 5; Purified SirT5, succinyl-peptide AMC, trypsin-coupled fluorescence; inhibition, % at 15 µM; 330,000 tested, 1.1% active; AID 652115, 2013; in the data active = inhibition above about 15%; inconclusive = no clear call, values can overlap the other calls
Target sequence (Q9NXA8 whole entry, looked up): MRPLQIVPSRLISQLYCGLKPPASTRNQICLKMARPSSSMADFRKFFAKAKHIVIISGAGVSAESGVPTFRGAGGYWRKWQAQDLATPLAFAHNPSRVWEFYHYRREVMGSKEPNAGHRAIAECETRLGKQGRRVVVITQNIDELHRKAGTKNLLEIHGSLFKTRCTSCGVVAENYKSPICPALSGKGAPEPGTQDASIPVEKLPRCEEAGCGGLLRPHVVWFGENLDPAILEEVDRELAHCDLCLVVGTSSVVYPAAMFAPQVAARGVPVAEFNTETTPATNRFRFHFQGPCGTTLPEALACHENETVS
DENV2 CPE rescue – inhibitors of DENV2 cytopathic effect, primary screen, cell-based, plate reader, single concentration. DENV2-infected cells, cytopathic effect rescue. CPE inhibition, % at 9.99 µM. 350,000 tested, 1.7% active. AID 651640, 2012; in the data active = CPE inhibition above about 20%, passing the limit was not always enough; inconclusive = no clear call, values can overlap the other calls; tested in BHK-21 cells;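 note: 0% = median of neutral control wells and 100% = median of positive control wells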
The depositor's hits bear a star; ? = inconclusive; . = not tested or not shown; & = joins results of further samples; [ ] = remark or other dose. Rows were taken by chance. About 4% of those tested had a hit in this group.

CFTR F508del cor	CASP6 VEID inh	ERp5 block	SIRT5 block	ERAP1 inh	DENV2 CPE rescue	miR122 inh	compound
-3.3	2	-3	1	1	7	.	O=C(Cc1ccc(F)cc1)N1CCN=C1SCc1cccc([N+](=O)[O-])c1
2.4	-3	-6	-5	0	9	.	COc1ccc(Cn2cc(CN3CC(N(C)C)CS3(=O)=O)nn2)cc1 (configuration not stated)
0.9	1	-3	0	-2	3	.	CCCOc1ccc(-c2nc(-c3ccc([N+](=O)[O-])cc3)cs2)cc1
1.5	7	4	-2	-3	2	0	COc1ccc(NC(=O)CSc2nc3sc4c(c3c(=O)n2-c2ccc(OC)cc2)CCN(C)C4)cc1
3.7	1	0	1	10	2	.	COc1ccc(CCNC(=O)COc2cc(=O)n(C)c3ccccc23)cc1OC
-0.2	-5	2	0	-2	?	-2	CC(C)c1ccc(OCC(O)CN2CCCC2)cc1 (configuration not stated)
2.6	-1	1	-6	-3	2	-1	CC(C)=CC(=O)Nc1nnc(-c2ccccc2)s1
2.5	2	-4	3	2	5	.	O=C(C[C@@H]1C=C[C@@H](NC(=O)c2ccc(F)cc2)[C@H](CO)O1)NCCc1ccncc1
0.7	-1	2	-1	1	-4	-5	Cc1occc1C(=O)N1CCN(C(=O)C2CCCO2)CC1 (configuration not stated)
-1.1	0	2	-4	2	2	11	CN(C)C1N(C(=O)c2ccccc2)N=C2c3ccccc3S(=O)(=O)N21 (configuration not stated)
1.0	-2	4	1	-3	-2	.	O=C(C[C@@H]1CC[C@@H](NC(=O)Cc2ccccn2)[C@H](CO)O1)NCCCN1CCOCC1
3.2	0	4	1	0	-7	.	CCCC(=O)N1CCC2(CC1)CN(Cc1ccc(Cl)cc1)[C@@H](CO)c1[nH]c3cc(OC)ccc3c12
.	3	6	-3	-1	3	-11	Cc1ccc(C)c(C(=O)COc2ccccc2[N+](=O)[O-])c1
-1.5	6	-1	-1	9	-8	.	O=C(NCc1cccnc1)c1ccc(-c2cc(Cl)ccc2Cl)o1
.	3	5	-10	0	1	.	CCNC(=O)[C@H]1[C@H](CO)[C@H]2Cn3c(ccc(C4=CCCC4)c3=O)[C@H]2N1C(=O)C1CC1
-1.3	2	0	3	.	-5	-2	O=C(O)c1ccc(NS(=O)(=O)c2cccc(C(=O)Nc3ccc([N+](=O)[O-])cc3)c2)cc1
-1.5	-5	3	3	-2	5	3	CC(C)CC(=O)N1CCN(C(=O)c2ccc(F)cc2)CC1
2.8	-1	-1	2	0	7	0[16.7 µM]	O=C(Cc1cccnc1)N1[C@H](CO)[C@H](c2ccccc2)[C@H]1CNCC1CCC1
-0.9	3	0	1	0	-2	-1	CNS(=O)(=O)c1cccc(C(=O)OC2CCOC2=O)c1 (configuration not stated)
-0.1	.	-15	3	-6	2	-5[16.7 µM]	C[C@@H]1CN([C@H](C)CO)C(=O)Cc2cc(NC(=O)Nc3cccc4ccccc34)ccc2O[C@H]1CN(C)S(=O)(=O)c1ccccc1
-8.8	-2	-9	1	0	7	-25	C#CCN(C[C@@H]1[C@@H](OC(=O)NC2CCCC2)[C@@H](OC(=O)NC2CCCC2)Cn2c(=O)ccc(=O)n21)S(=O)(=O)c1ccc(C)cc1
2.9	-4	4	-8	.	-10	-3	N#Cc1c(-c2cccnc2)cc(-c2ccccc2)nc1N
0.0	0	-3	-3	2	-1	-3	CC1(C(=O)NS(=O)(=O)Cc2ccccc2C(F)(F)F)CCN1C(=O)Cc1ccccc1 (configuration not stated)
-5.8	46*	-2	1	0	4	.	CC1(C)COC(/C=C/c2cccc([N+](=O)[O-])c2)=N1
.	-2	9	0	5	.	.	C/C(=N/NC(=O)c1cccs1)c1ccco1
-1.2	-2	-4	-7	-3	2	1	O=C(NCC1CCCO1)C(c1ccco1)N(Cc1ccc(F)cc1)C(=O)CN1C(=O)c2ccccc2S1(=O)=O (configuration not stated)
2.7	-4	0	-2	-3	-6	-6	COc1cc(NC(=O)C2(C)CCN2C(C)C)cc(OC)c1OC (configuration not stated)
-0.7	-2	7	12	2	14	1[16.7 µM]	COc1ccc(S(=O)(=O)N(C)C[C@@H]2Oc3cc(-c4ccccc4OC)ccc3S(=O)(=O)N([C@H](C)CO)C[C@H]2C)cc1
-1.0	-3	11	-3	-1	-13	-5[16.7 µM]	C[C@H](CO)N1C[C@H](C)[C@H](CN(C)S(=O)(=O)c2ccccc2F)Oc2ncc(C#Cc3ccncc3)cc2C1=O
-0.1	-4	0	4	-4	-1	-4	O=C(/C=C/c1ccccc1Cl)N1CCOCC1
-5.0	-1	2	-6	-1	-2	.	C/C(=N\NC(=O)c1ccc(Cl)cc1)c1ccccn1
.	-3	1	-2	2	15	.	COc1cc(/C=C2/NC(=O)N(c3cccc(Cl)c3)C2=O)ccc1O
.	-3	-3	-3	0	-4	.	OC(CN1CCN(Cc2ccccc2)CC1)c1ccc(F)cc1 (configuration not stated)
2.3	-2	1	-3	-4	-2	-2	COC(=O)c1ccc(N2CCN(CCNC(=O)Nc3ccc(OC)cc3)CC2)cc1
-2.5	11	1	2	3	-1	3	COc1cc(OC)c(N(C)S(=O)(=O)c2cccc(C(=O)OCC(=O)NCc3ccco3)c2)cc1Cl
1.2	2	5	2	-2	4	2[16.7 µM]	COc1ccc(NC(=O)N[C@H]2CC[C@@H](CC(=O)NCc3ccccn3)O[C@@H]2CO)cc1
0.2	3	3	-2	1	-3	8	Cc1sc(NC(=O)c2oc3ccccc3c2C)c(C#N)c1C
-2.2	4	-7	1	3	4	1	CS(=O)(=O)N(CC(=O)Nc1cc(Cl)ccc1Cl)c1ccccc1
0.2	3	2	1	0	6	-8	CCNC(=O)O/N=C1\CCCCC1c1ccc([N+](=O)[O-])cc1[N+](=O)[O-] (configuration not stated)
-1.6	-1	1	-4	5	7	0	CCNS(=O)(=O)c1ccc(CCC(=O)N2CCCC2)cc1
3.0	5	-2	1	1	1	-4	CCN(CC)C(=O)[C@H]1C[C@H](CC(=O)NCc2ccc(OC)c(OC)c2)C(=O)N2CCc3c([nH]c4ccc(Cl)cc34)[C@]12C
-1.5	2	1	-3	.	?	0	COc1ccc(CNc2ncc(-c3ccc(F)cc3)n2C)cc1OC
.	0	3	-7	1	3	4	O=C(Nc1ccccn1)C1COc2ccccc2O1 (configuration not stated)
-3.1	-1	4	0	-1	12	25	O=S1(=O)c2c(F)cccc2OC(COc2ccccc2)CN1CCc1ccc(F)cc1 (configuration not stated)
-2.1	5	-5	0	5	2	13[16.7 µM]	C[C@H](CO)N1C[C@H](C)[C@@H](CN(C)C)OCCCC[C@H](C)Oc2ccc(NS(=O)(=O)c3cn(C)cn3)cc2C1=O
3.2	-14	0	-4	2	1	1	COc1ccc(CNCc2cccn2C)cc1
3.4	-1	2	-2	-2	3	.	O=C(COc1ccc(Cl)cc1)Nc1ccc2[nH]ncc2c1
9.1*	5	4	.	-1	-5	22	O=C(NCc1ccccc1)C1Cc2c(-c3cccc(F)c3)ccnc2O1 (configuration not stated)
-5.3	-4	3	-1	6	-6	.	COc1ccc(NC(=O)C2=C(C)Nc3nc(CCCO)nn3C2c2ccc(OC)c(OC)c2)cc1 (configuration not stated)
-1.0	1	2	-4	-1	-1	4	COc1ccc(C)cc1NC(=O)COC(=O)c1ccccc1SCC(=O)N1CCCC1
2.1&2.3	0&0	-3&13	-1&10	1&1	-4&16	.	N#Cc1cccc(-c2ccc(C3[C@@H]4CN(C(=O)C5CCCC5)C[C@H]3N4)cc2)c1 (some centres not stated)
0.6	-6	0	0	0	-12	-28[16.7 µM]	CC(C)NC(=O)N1C[C@H]2[C@@H](c3ccccc31)[C@H](CO)N2C(=O)c1ccccc1
-0.2	3	1	2	-3	-4	.	O=C(NC1CCCC1)N1CC2(C1)[C@H](c1ccccc1)[C@@H](CO)N2S(=O)(=O)Cc1ccccc1
-0.1	-4	-1	-4	0	1	.	O=C(N[C@@H]1C=C[C@@H](CC(=O)N2CCc3ccccc3C2)O[C@H]1CO)C1CCC1
0.4	-1	-4	2	0	8	-5[16.7 µM]	C[C@@H]1CN([C@@H](C)CO)C(=O)c2cc(-c3ccc(F)cc3)cnc2O[C@@H]1CN(C)Cc1ccc(C(=O)O)cc1
.	-4	2	-4	-3	-1	.	O=C(Nc1ccc(Cl)cc1)Nc1nnc(CSCc2ccc(Cl)cc2)s1
-3.5	-3	8	7	-1	-3	3[16.7 µM]	COc1ccccc1-c1cnc2c(c1)C(=O)N([C@H](C)CO)C[C@H](C)[C@@H](CN(C)Cc1cccc(F)c1)O2
3.1	4	4	1	-6	-4	.	CCOc1ccc(C(=O)N2CCCC(c3nc(-c4ccc(C)o4)no3)C2)cc1 (configuration not stated)
0.2	0	8	-6	-1	0	12[16.7 µM]	C[C@H]1CN([C@@H](C)CO)C(=O)c2cc(-c3ccc(F)cc3)cnc2O[C@@H]1CN(C)C(=O)NC1CCCC1
0.5	-2	.	2	3	2	.	C[C@@H]1CN([C@@H](C)CO)C(=O)c2cc(NC(=O)CCCCCC(=O)Nc3ccccc3N)ccc2O[C@H]1CN(C)S(=O)(=O)c1ccc(Cl)cc1

Next section; it opens with the 3 that closed the last part.
CFTR F508del cor	CASP6 VEID inh	ERp5 block	SIRT5 block	ERAP1 inh	DENV2 CPE rescue	miR122 inh	compound
3.1	4	4	1	-6	-4	.	CCOc1ccc(C(=O)N2CCCC(c3nc(-c4ccc(C)o4)no3)C2)cc1 (configuration not stated)
0.2	0	8	-6	-1	0	12[16.7 µM]	C[C@H]1CN([C@@H](C)CO)C(=O)c2cc(-c3ccc(F)cc3)cnc2O[C@@H]1CN(C)C(=O)NC1CCCC1
0.5	-2	.	2	3	2	.	C[C@@H]1CN([C@@H](C)CO)C(=O)c2cc(NC(=O)CCCCCC(=O)Nc3ccccc3N)ccc2O[C@H]1CN(C)S(=O)(=O)c1ccc(Cl)cc1
-3.7	0	4	-3	-4	3	-2	CC(C)(C)n1nc2c(c1NC(=O)c1cc3ccccc3o1)CSC2
-1.7	-1	3	-1	-2	-2	7	Cc1ccccc1NC(=O)Nc1ccccc1N1CCCCC1
4.7	0	-1	-3	1	5	.	O=C1CCCN1CC(O)CS(=O)(=O)Cc1ccccc1 (configuration not stated)
-1.8	.	-1	-2	.	-7	25[16.7 µM]	CC(C)C(=O)Nc1ccc2c(c1)C(=O)N(C)[C@H]1CC[C@@H](CC(=O)NC3CCCC3)O[C@H]1CO2
-0.4	14	0	.	-1	1	.	COc1c(F)cc2[nH]c3c(c2c1F)CCNC3=O
4.8	-3	0	.	.	-18	-1	CC1CCN(C(=O)c2ncn(C)c2C(=O)N2CCC(C)CC2)CC1
1.5	0	0	0	-3	-2	.	O=C(NC1=NCCS1)c1cc(-c2ccc(-c3ccccc3)cc2)nc2ccccc12
-0.2	0	-1	-1	1	-5	.	CO[C@H](CN(C)C(=O)c1cc(Cl)cc(Cl)c1)[C@@H](C)CN(C(=O)Nc1ccc(F)cc1)[C@@H](C)CO
1.3	3	0	-5	-2	0	.	COc1ccccc1NC(=O)N[C@H]1C=C[C@H](CC(=O)N[C@H](C)c2ccccc2)O[C@@H]1CO
1.8	1	8	-2	-2	5	-6	Cc1cc(C)cc(NC(=O)N2CCc3ccccc3C2)c1
1.9	-1	-3	21*	-1	-15	-3	CSc1nc(N)nc2c1ncn2CC(=O)NCc1ccc2c(c1)OCO2
.	5	-3	1	-1	.	.	COC(=O)c1ccc(NC(=O)C(C)Oc2ccccc2)cc1 (configuration not stated)
-2.8	-2	6	-2	3	-1	.	Brc1ccc2nc(-c3ccc(CN4CCC(c5nc6ccccc6[nH]5)CC4)cc3)c(-c3ccccc3)nc2c1
4.1	4	-1	2	-2	-3	.	NNC(=O)c1[nH]c2ccccc2c1-c1ccccc1
